POLI inh = blocks human DNA polymerase iota activity | Potency, µM (top dose mostly 115 µM), for inactives: at the highest dose activity, negative = inhibition, most hits filed as inhibitors | Q9UNA4 | Pol iota fluorescent replication assay, 10 min | 390,000 compounds, 1% hits; note: potency is the fitted concentration of half-maximal effect
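Pol iota at 10 nM preincubated 15 min with compounds at room temperature; reaction started with fluorescent substrate, 50 nM final. Fluorescence read kinetically at 0 and 10 min; buffer-only wells as negative control.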
Pol beta inh = blocks human DNA polymerase beta activity. P06746. Pol beta primer extension/strand displacement, fluorescence kinetic. Potency, µM (top dose mostly 114 µM), for inactives: top-dose activity change, negative = inhibition, actives largely listed as inhibitors. 340,000 compounds, 1.3% hits. AID 485314; note: potency is the fitted concentration of half-maximal effect; % is set by controls: 0 for no effect and ±100 for the full control effect
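Homogeneous kinetic assay of primer extension and strand displacement by 10 nM Pol beta, preincubated 15 min at room temperature with compound before 50 nM substrate (final) was added. Read at 0 and 10 min; four-parameter Hill fit.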
POLH inh = inhibitors of human DNA polymerase eta; recombinant Pol eta, fluorescent DNA replication assay; Q9Y253; Potency, µM (top dose mostly 114 µM), without a hit: top-dose activity change, negative = inhibition, most hits filed as inhibitors; 390,000 compounds, 1.2% hits; note: potency is the fitted concentration of half-maximal effect; % is set by controls: 0 for no effect and ±100 for the full control effect
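Pol eta at 10 nM preincubated with compounds 15 min at room temperature; reaction started with fluorescent substrate (50 nM final) and read kinetically at 0 and 10 min.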
APE1 inh = inhibitors of human APE1 endonuclease | recombinant APE1, TAMRA/BHQ-2 abasic DNA cleavage fluorescence | AID 2517 | Potency, µM (top dose mostly 65.8 µM), inactives show top-dose activity change, negative = inhibition, most hits filed as inhibitors | 350,000 compounds, 0.35% hits | P27695;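 note: potency is the fitted concentration of half-maximal effect; plate controls were vehicle for no effect and reference inhibitor for full effect; nearly all actives have a fitted effect of over 55% in size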
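0.75 nM APE1 + cpd, 15 min RT; start w/ 50 nM TAMRA/BHQ-2 THF-abasic dsDNA; kinetic fluor 525/598 nm ×3 reads @60 s; Δ(read3−read1); normalized to DMSO and NSC13755 control wells.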
RXFP1 antag = RXFP1 (human) relaxin receptor antagonism; HEK293-RXFP1, relaxin-stimulated cAMP HTRF, 30 min; hits give low values; activity change, negative = inhibition, % at 57.5 µM; Q9HBX9; 350,000 compounds, 0.59% hits; AID 1259400;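 active = activity change of -60% or lower, but not beyond a set lower limit; inconclusive = change between -60% and -40%, or beyond the set limit; inactive = change above -40%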; note: % is set by controls: 0 for no effect and ±100 for the full control effect
BLM helicase inh = inhibitors of human Bloom syndrome helicase BLM; recombinant BLM DNA unwinding, fluorescence dequenching; Potency, µM (doses to about 56.1 µM), without a hit: top-dose activity change, negative = inhibition, usual class: inhibitors; AID 2528; 350,000 compounds, 0.2% hits; P54132;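 note: potency is the fitted concentration of half-maximal effect; plate controls were vehicle for no effect and no enzyme for full effect; nearly all actives have a fitted effect of over 35% in size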
Anesthetic bind = binds horse apoferritin like a general anesthetic. P02791. apoferritin/1-aminoanthracene competitive binding, fluorescence. Potency, µM (doses to about 77.5 µM), inactives show at the top dose activity change, negative = displacement, usual class: inhibitors. 350,000 compounds, 0.074% hits. AID 485281; note: potency is the fitted concentration of half-maximal effect; % is set by controls: 0 for no effect and ±100 for the full control effect; nearly all actives have a fitted effect of over 20% in size
Target sequence (P02791 2-175 limits assumed): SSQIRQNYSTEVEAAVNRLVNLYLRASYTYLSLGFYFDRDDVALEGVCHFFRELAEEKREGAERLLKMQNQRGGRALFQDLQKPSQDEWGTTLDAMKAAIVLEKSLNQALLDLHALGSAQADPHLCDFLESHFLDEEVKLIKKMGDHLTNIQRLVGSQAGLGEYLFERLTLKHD
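Apoferritin-based anesthetic binding model; compound displacement of fluorescent 1-AMA measured as endpoint fluorescence after 10 minutes at room temperature, scaled to free-ligand and complex controls.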
POLK inh = inhibitors of human DNA polymerase kappa. purified Pol kappa, fluorescent DNA synthesis assay, 10 min. 400,000 compounds, 0.53% hits. AID 588579. Q9UBT6. Potency, µM (top dose mostly 107 µM), without a hit: at the highest dose activity, negative = inhibition, most hits filed as inhibitors; note: potency is the fitted concentration of half-maximal effect; % is set by controls: 0 for no effect and ±100 for the full control effect
Target sequence (Q9UBT6 whole entry, looked up): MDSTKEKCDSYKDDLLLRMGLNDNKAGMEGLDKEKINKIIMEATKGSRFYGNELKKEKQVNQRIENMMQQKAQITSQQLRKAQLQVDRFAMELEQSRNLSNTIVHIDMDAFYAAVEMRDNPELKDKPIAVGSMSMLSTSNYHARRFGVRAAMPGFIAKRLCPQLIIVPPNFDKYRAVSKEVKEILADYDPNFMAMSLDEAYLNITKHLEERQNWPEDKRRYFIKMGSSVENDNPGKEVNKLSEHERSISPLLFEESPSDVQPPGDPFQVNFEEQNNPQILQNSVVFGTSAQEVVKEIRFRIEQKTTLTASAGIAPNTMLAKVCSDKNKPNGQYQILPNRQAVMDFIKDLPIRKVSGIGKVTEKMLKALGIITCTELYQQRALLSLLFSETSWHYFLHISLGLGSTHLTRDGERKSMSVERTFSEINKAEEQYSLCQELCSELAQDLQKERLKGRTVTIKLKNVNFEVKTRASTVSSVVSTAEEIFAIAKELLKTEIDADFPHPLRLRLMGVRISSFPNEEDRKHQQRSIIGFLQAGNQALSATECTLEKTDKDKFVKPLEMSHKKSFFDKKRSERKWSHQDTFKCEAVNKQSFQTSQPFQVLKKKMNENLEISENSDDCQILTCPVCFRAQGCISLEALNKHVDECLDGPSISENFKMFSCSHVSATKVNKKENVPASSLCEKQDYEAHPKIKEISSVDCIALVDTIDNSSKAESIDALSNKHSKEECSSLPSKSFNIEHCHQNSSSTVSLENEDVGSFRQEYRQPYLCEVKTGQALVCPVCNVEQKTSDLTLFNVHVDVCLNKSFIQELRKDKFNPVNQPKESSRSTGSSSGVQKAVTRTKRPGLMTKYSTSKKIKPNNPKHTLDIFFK
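First, compounds were pin-transferred onto 10 nM Pol kappa. After 15 min at room temperature, substrate was added to 50 nM final. Fluorescence was then measured kinetically at 0 and 10 min.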
PGK inhibitor = blocks T. brucei phosphoglycerate kinase | PGK/GAPDH coupled, Kinase-Glo luminescence, 60 min | Potency, µM (doses to about 57.5 µM), for inactives: at the highest dose activity change, negative = inhibition, most hits filed as inhibitors | 380,000 compounds, 0.043% hits | AID 602233 | P07378; note: potency is the fitted concentration of half-maximal effect; % is set by controls: 0 for no effect and ±100 for the full control effect; nearly all actives have a fitted effect of over 60% in size
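Luminescent ATP detection (Kinase-Glo Plus) follows a 60-minute room-temperature incubation, with wells lacking PGK as controls. Buffer: 100 mM TEA (pH 7.6), 5 mM MgCl2, 0.01% Tween-20. Coupling enzyme GAPDH (100 nM final) supplies unstable 1,3-BPG in-well.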
Starred values were filed as active, the others as inactive; i = inactive; u = inconclusive; x = no result given; & = joins results of further samples; [ ] = dose if it differs, or a comment. Unless noted, calls come from the whole dose curve; as a rule, active = well fitted curve in the direction sought with a large enough effect; inconclusive = small, poorly fitted or top-dose-only effect, or another doubt; inactive = no such curve, though single readings can be large; an effect the other way counts as inactive or inconclusive.

Below each SMILES – POLI inh, Pol beta inh, POLH inh, APE1 inh, RXFP1 antag, BLM helicase inh, Anesthetic bind, POLK inh, PGK inhibitor
1. Cc1ccc(S(=O)(=O)N2CCN(C(=O)c3ccc([N+](=O)[O-])cc3)C2)cc1
  18%, 17%, -8%, -7%, -5, -5%, -8%, 0%, 7%
2. O=C(Nc1ccccc1N1CCCCC1)c1cc(S(=O)(=O)N2CCOCC2)ccc1Cl
  13%, x, -14%, 0%, -5, x, x, -14%, -9%
3. COc1ccc(/C=C(\C#N)C(=O)OCC(=O)Nc2c(C)cccc2C)cc1
  -4%, 18%, -16%, 0%, -5, -1%, -13%, -8%, -4%
4. Cc1cccc(N2C(=O)c3cccc4c(N5CCCCC5)c([N+](=O)[O-])cc(c34)C2=O)c1C
  1%, 15%, -19%, -2%, 7, -2%, -2%, -3%, 2%
5. COc1ccc(C(=O)c2ccccc2Cl)cc1OC
  50%[activator], 2%, -4%, 4%, u, -4%, -17%, -10%, 10%
6. Cn1nnnc1SCCNCc1ccccc1OCc1ccc(Cl)cc1Cl
  8%, -4%, 2%, x, -19, -13%, 5%, 3%, -5%
7. Cc1ccc2[nH]c(=O)c(CN(c3cccc(C)c3C)S(=O)(=O)c3ccccc3)cc2c1
  24%, 7%, -18%, 59%[activator], 10, 0%, -3%, -15%, -3%
8. CCn1c(=O)[nH]c(=O)c2c(N)c(C(=O)c3cc(F)ccc3F)sc21
  22%, -13%, -2%, -5%, -12, -3%, -5%, -3%, -4%
9. CC12CCC(C(=O)NNC(=O)c3ccc(F)cc3)(OC1=O)C2(C)C (stereo not drawn)
  30%, -6%, -24%, -5%, -6, 0%, -3%, -2%, 1%
10. COC(=O)Cn1c(C)c(/C=C/c2cc[n+](C)cc2)c2ccccc21
  -7%, -1%, -9%, 34%, -8, 6%, -5%, -18%, -2%
11. CCCOC(=O)C1NC(=O)N2C(C(=O)OCCC)C(C)(C)S[C@H]12 (stereo partly drawn)
  7%&15%, x, -15%, x, x, x, x, -4%&-16%, -1%
12. COc1ccc(C(=O)Nc2ccc(NS(=O)(=O)c3ccccc3)cc2)cc1OC
  48%[activator], 4%, u, -10%, -4, -10%, -4%, -1%, i
13. COC(=O)c1ccc(NC(=O)CSc2nncn2C)cc1
  5%, 30%, -2%, -3%, 5, -1%, -7%, 4%, -9%
14. Cc1nnc2c(-c3ccccc3)nc3ccccc3n12
  -9%, u, -11%, 0%, -2, -2%, -18%, -15%, -5%
15. CCN(CC(=O)NCc1cccs1)C(=O)COc1cccc(C(F)(F)F)c1
  -14%, x, u, 9%, 3, x, x, -8%, -6%
16. Cc1ccc(C)c2[nH]c(=O)c(CCNC(=O)Cc3cccs3)cc12
  6%, -27%, -9%, -2%, x, 5%, 2%, -22%, -2%
17. CCOP(=O)(OCC)C(Nc1ccc([N+](=O)[O-])cc1)c1ccc(Cl)cc1 (stereo not drawn)
  1%, 0%, -18%, -3%, -12, -3%, u, 8%, -1%
18. CC1CN(C(=O)c2cccs2)CC(C)O1 (stereo not drawn)
  47%[activator], 1%, -6%, -1%, -3, -4%, -6%, 4%, i
19. Cc1nn(-c2ccccc2)c(Cl)c1/C=N/NC(=O)OC(C)(C)C
  u, 8%, -98%, 3%, x, -2%, -10%, u, -4%
20. COc1ccc(OCC(=O)Nc2ccc(S(=O)(=O)Nc3cc(C)nc(C)n3)cc2)cc1
  -4%, -20%, -2%, 1%, -12, 1%, -11%, -5%, -14%
21. O=C(NCCCCc1ccccc1)c1ccc(Br)o1
  4%, -26%, -7%, -5%, -22, 4%, -3%, -13%, x
22. CCCCNC(=O)c1cc(C)nn1-c1ccccc1
  40%[activator], 22%, 14%, 2%, 13, -4%, 0%, 5%, -2%
23. O=[N+]([O-])c1nc2ccccc2[nH]1
  16%, x, -8%, x, 12, x, x, -10%, -10%
24. O=C(NC1=C(Nc2ccc(F)cc2)C(=O)c2ccccc2C1=O)c1ccc(Cl)cc1
  -32%, -9%, -17%, -1%, 8, -16%, -15%, -16%, -9%
25. Cc1nc2ccccc2c2oc(C(=O)N3CC(C)CC(C)C3)cc12 (stereo not drawn)
  0%, -24%, -6%, -19%, 0, -2%, 6%, 0%, -10%
26. CC1CC1C(=O)OCC(=O)NNC(=O)c1ccc([N+](=O)[O-])cc1 (stereo not drawn)
  19%, x, -15%, 11%, -6, x, x, -5%, i
27. COc1cc(CC(NC(C)=O)C(=O)NC2CCN(C(=O)C3CC3)CC2)cc(OC)c1 (stereo not drawn)
  10%, 7%, -9%, -1%, 7, -6%, -1%, -8%, 10%
28. Cc1cc(S(=O)(=O)N2CCc3ccccc3C2)ccc1F
  114%[activator], 3%, -12%, 29%, 2, -3%, -3%, -3%, -2%
29. CCOC(=O)c1sc(NC(=O)Cc2c(F)cccc2Cl)nc1C
  3%, 2%, -4%, 16%, -11, -11%, -5%, -9%, -5%
30. CC(C)[C@H]1CN=C2N(C[C@H](C)NC(=O)CCC3CCCCC3)[C@H](Cc3ccc(O)cc3)CN21
  u, -1%, 1%, u, x, 3%, -8%, 3%, 1%

Ordered by SMILES length (low to high): part of the list above.
Below each SMILES – POLI inh, Pol beta inh, POLH inh, APE1 inh, RXFP1 antag, BLM helicase inh, Anesthetic bind, POLK inh, PGK inhibitor
13. COC(=O)c1ccc(NC(=O)CSc2nncn2C)cc1
  5%, 30%, -2%, -3%, 5, -1%, -7%, 4%, -9%
16. Cc1ccc(C)c2[nH]c(=O)c(CCNC(=O)Cc3cccs3)cc12
  6%, -27%, -9%, -2%, x, 5%, 2%, -22%, -2%
10. COC(=O)Cn1c(C)c(/C=C/c2cc[n+](C)cc2)c2ccccc21
  -7%, -1%, -9%, 34%, -8, 6%, -5%, -18%, -2%
11. CCCOC(=O)C1NC(=O)N2C(C(=O)OCCC)C(C)(C)S[C@H]12 (stereo partly drawn)
  7%&15%, x, -15%, x, x, x, x, -4%&-16%, -1%
2. O=C(Nc1ccccc1N1CCCCC1)c1cc(S(=O)(=O)N2CCOCC2)ccc1Cl
  13%, x, -14%, 0%, -5, x, x, -14%, -9%

(list continues)
Below each SMILES – POLI inh, Pol beta inh, POLH inh, APE1 inh, RXFP1 antag, BLM helicase inh, Anesthetic bind, POLK inh, PGK inhibitor
31. COc1cc(NC(=O)N2c3ccccc3Sc3ccccc32)c(C(=O)O)cc1OC
  -22%, 9%, -18%, -9%, -2, -5%, -19%, 0%, -3%
32. O=C(CSc1nc(-c2ccc(F)cc2)[nH]c1-c1ccc(F)cc1)Nc1ccc2c(c1)OCCO2
  -20%, u, -18%, x, u, -8%, -6%, 8%, 1%
33. CC(C)CC(=O)N1CCN(CC2CC=CCC2)CC1 (stereo not drawn)
  8%, 1%, -2%, 6%, -8, -7%, -2%, -10%, 10%
34. CN(C(=O)CSc1nc(O)cc(=O)n1C1CCCC1)c1ccccc1
  14%, -15%, -19%, 3%, -14, -3%, -13%, -2%, -13%
35. O=C(NCc1ccccc1)N1CCC(n2cnc3cc(F)ccc32)CC1
  46%[activator], -1%, -14%, 13%, -1, -3%, -8%, -3%, -6%
36. CC(C)(CCCCCCCCCCC(C)(C)CC(=O)O)CC(=O)O
  x, x, x, -3%, x, -6%, -1%, u, x
37. Cc1ccc(OCC(=O)N/N=C\c2ccco2)c(C)c1
  -5%, 37%, 4%, 2%, 5, -2%, -16%, 0%, i
38. COc1cccc2c1Oc1ncccc1N(C(=O)CCC(=O)NCc1ccccc1)C2
  -14%, 47%, -5%, 5%, 9, -2%, -6%, -5%, 1%
39. COc1ccc(NC(=O)c2c(NC(=O)COc3ccccc3)sc3c2CCC(C(C)(C)C)C3)cc1 (stereo not drawn)
  -14%, -13%, 3%, x, -1, -4%, -6%, -16%, -2%
40. CCOc1ccc(NC(=O)N2CCC(n3nnc4ccccc43)CC2)cc1
  u, 29%, u, 15%, 1, 0%, -11%, u, -14%
41. Cc1ccc(C(C)NC(=O)c2cccnc2)cc1 (stereo not drawn)
  60%[activator], x, -14%, x, 6, x, x, 12%, 4%
42. CCOc1cc(CN2CCN(S(=O)(=O)c3ccc(C)cc3)CC2)ccc1OC
  11%, -1%, -11%, x, -10, -2%, -11%, -5%, i
43. O=C(c1ccc(-c2ccc([N+](=O)[O-])cc2)o1)N1CCCC(C(F)(F)F)C1 (stereo not drawn)
  45%[activator], x, -14%, 33%, -13, x, x, -3%, 1%
44. COc1ccc(NC(=O)C2CCC(CNC(=O)[C@@H]3Cc4ccccc4CN3)CC2)cc1 (stereo partly drawn)
  -19%, 8%, -5%, 24%, 10, -8%, -8%, -5%, -6%

Some of the entries so far, with one line to a screen.
[33] CC(C)CC(=O)N1CCN(CC2CC=CCC2)CC1 (stereo not drawn)
[44] COc1ccc(NC(=O)C2CCC(CNC(=O)[C@@H]3Cc4ccccc4CN3)CC2)cc1 (stereo partly drawn)
[39] COc1ccc(NC(=O)c2c(NC(=O)COc3ccccc3)sc3c2CCC(C(C)(C)C)C3)cc1 (stereo not drawn)
[38] COc1cccc2c1Oc1ncccc1N(C(=O)CCC(=O)NCc1ccccc1)C2
compound no.	33	44	39	38
POLI inh	8%	-19%	-14%	-14%
Pol beta inh	1%	8%	-13%	47%
POLH inh	-2%	-5%	3%	-5%
APE1 inh	6%	24%	x	5%
RXFP1 antag	-8	10	-1	9
BLM helicase inh	-7%	-8%	-4%	-2%
Anesthetic bind	-2%	-8%	-6%	-6%
POLK inh	-10%	-5%	-16%	-5%
PGK inhibitor	10%	-6%	-2%	1%

A portion of the library (hit frequency here may not be typical).
